# High-throughput results from PubChem BioAssay.
# NCI-60 one-dose screen, 48 h, at 10 µM unless noted. Numbers give growth in % (100 = growth as untreated, 0 = no growth, -100 = all killed).
# RXF 393 – RXF 393 renal cancer cells; 6.9% of 77,000 active
# 786-0 – 786-0 renal cancer cells | 5.1% of 81,000 active
# CAKI-1 – CAKI-1 renal cancer; 4.7% of 75,000 active; AID 1794772
# ACHN – ACHN renal cancer. 4.9% of 81,000 active. AID 1794771
# A498 – A498 renal cancer cells. AID 1794774. 5.4% of 76,000 active
# TK-10 – TK-10 renal cancer cells. 3.9% of 81,000 active
# SN12C – SN12C renal cancer cells. 3.8% of 81,000 active. AID 1794767
# UO-31 – UO-31 renal cancer; 5.2% of 81,000 active; AID 1794768
# * = called active by the depositor; nt = no result given; & = joins results of further samples. The calls were made as follows: active = growth percent below 10; inactive = the rest. Outcome played no part in choosing rows; any-hit rate near 10%.
# The opening six compounds (preview)
SMILES	RXF 393	786-0	CAKI-1	ACHN	A498	TK-10	SN12C	UO-31
N#Cc1c(N)cc(N)n(-c2nc3ccccc3nc2Cl)c1=O	113	106	96	103	nt	118	98	87
Cc1ccc(C(=O)Nc2cccc(C#Cc3cccc4[nH]nc(N)c34)c2)cc1C(F)(F)F	41	63	120	45	81	87	65	37
c1ccc(-c2nc(N3CCOCC3)c3c4c(sc3n2)CCCCC4)nc1	55	76	46	65	9.9*	45	69	36
CCN(Cc1ccccc1)N=Nc1ccccc1	111	107	94	107	107	130	106	82
CC(=O)NN1CCN(C)CC1	94	92	65	99	90	89	85	85
Cc1ccc2nc(-c3c(-c4ccccc4)nc4ncccn34)[nH]c2c1	97	95	100	91	67	108	97	87

# Results, from the first entry:
SMILES	RXF 393	786-0	CAKI-1	ACHN	A498	TK-10	SN12C	UO-31
N#Cc1c(N)cc(N)n(-c2nc3ccccc3nc2Cl)c1=O	113	106	96	103	nt	118	98	87
Cc1ccc(C(=O)Nc2cccc(C#Cc3cccc4[nH]nc(N)c34)c2)cc1C(F)(F)F	41	63	120	45	81	87	65	37
c1ccc(-c2nc(N3CCOCC3)c3c4c(sc3n2)CCCCC4)nc1	55	76	46	65	9.9*	45	69	36
CCN(Cc1ccccc1)N=Nc1ccccc1	111	107	94	107	107	130	106	82
CC(=O)NN1CCN(C)CC1	94	92	65	99	90	89	85	85
Cc1ccc2nc(-c3c(-c4ccccc4)nc4ncccn34)[nH]c2c1	97	95	100	91	67	108	97	87
CO[C@H]1C[C@H](O[C@H]2[C@H](C)[C@@H](OC3O[C@H](C)C[C@H](N(C)C)[C@H]3OC(C)=O)[C@@H](C)C[C@]3(CO3)C(=O)[C@H](C)[C@@H](OC(C)=O)[C@@H](C)[C@@H](C)OC(=O)[C@@H]2C)O[C@@H](C)[C@@H]1OC(C)=O (some centres not stated)	nt	100	90	108	82	116	114	82
C[C@@H]1CC[C@@H]2[C@@H]1[C@H](OC(=O)c1ccc3ccccc3c1)[C@]1(C3CCCCC3)C[C@@H](OC(=O)CO)[C@@]2(C)O1	8.3*	-7.3*	-31*	7.8*	-85*	79	24	-44*
COc1ccc(OC)c(-c2c(C#N)c(-c3ccccc3)nc3c2c(-c2ccccc2)nn3-c2ccccc2)c1	89	100	58	100	59	105	96	69
Cc1ccc(-n2cnc3c(=O)[nH]cnc32)cc1[N+](=O)[O-]	111	98	97	103	93	99	104	92
COc1ccc(C(C)=O)cc1S(=O)(=O)Nc1c(N)nc(N)nc1N	96	96	89	105	99	93	96	87
O=C1c2ccc3c4c(ccc(c24)C(=O)N1CCNCc1ccccc1)C(=O)N(CCNCc1ccccc1)C3=O	90	52	-56*	85	nt	63	-47*	-59*
COc1ccc(-c2nn(-c3cccc(Cl)c3)cc2-c2c(C#N)c(=O)n3nc(-c4ccccc4C(=O)c4ccccc4)[nH]c3c2C#N)cc1	64	65	nt	74	nt	102	72	44
O=S(=O)(Nc1cccc(O)c1)c1ccccc1	104	100	91	102	122	109	98	90
C=CCn1c(SCC(=O)Nc2ccc(C(=O)/C=C/c3ccccc3Cl)cc2)nnc1-c1c[nH]c2ccccc12	nt	108	nt	93	106	120	93	74
O=c1[nH]cc(N(CCO)CCO)c(=O)[nH]1	124	105	94	100	117	100	97	86
c1ccc(-c2cc(-c3ccccc3-c3ccccc3)no2)cc1	95	98	96	96	95	124	88	77
COC(OC)/C(=N\N(C)C)c1ccccc1	103	104	102	101	122	114	113	83
CCc1ccc(S(=O)(=O)NC(=O)NC2CC2)cc1	106	104	96	95	99	101	98	94
Cn1c(=O)c2[nH]c(N3CCCCC3)nc2n(C)c1=O	126	84	87	102	nt	120	96	104
Nc1c(C(=O)Nc2cccc(Cl)c2)sc2ncc(Br)cc12	86	76	91	11	96	58	82	62
O=C(CSc1nc2sc3c(c2c(=O)n1-c1ccc(Cl)cc1)CCCC3)NNC(=O)c1ccccc1	116	101	86	92	105	157	99	68
CC1CN(CCNC(=O)n2cc(-c3ccncc3)c(-c3ccc(Cl)c(O)c3)n2)CC(C)O1 (configuration not stated)	116	103	99	98	127	100	95	64
CN(C/C=C/c1ccccc1)Cc1cccc2ccccc12	97	83	82	90	62	86	95	59
COc1ccc2[nH]c(O)c(/C=c3/cc4c(c(-c5cc(OC)c(OC)c(OC)c5)n3)=Nc3ccccc3-4)c2c1	43	67	72	72	43	98	81	52
COc1ccc(C(=S)N2CCOCC2)cc1	123	nt	102	102	101	97	103	94
CCCCNc1nc(NN2C(=O)c3cccc4cccc(c34)C2=O)nc(N2CCOCC2)n1	100	105	89	102	80	125	90	66
NC/C(=C/F)COc1ccc2nc(NCc3cccnc3)oc2c1	67	92	70	100	51	75	86	62
N#Cc1c(-c2cc(=O)oc3c2ccc2ccccc23)cc(-c2cc3ccccc3oc2=O)nc1N	99	106	nt	101	94	131	102	67
COc1cnc2c(c1)C(=O)c1c-2n(CCCN2CCC[C@H]2CO)c(=O)c2cc(OC)c(OC)cc12	88	64	19	21	119	99	44	72
O=C(NCCCCO)c1cncnc1Nc1ccc2c(ccn2Cc2cccc(F)c2)c1	101	92	80	86	70	99	88	67
Cc1ccc(S(=O)O)cc1	nt	122	81	106	115	134	94	nt
Cc1cc(=O)n2nc(-c3cn(C)c4ccc(Cl)cc34)sc2n1	60	102	79	90	nt	138	92	87
CCN(C)N=Nc1ccc(C(N)=O)cc1	125	99	103	98	102	103	109	89
COc1ccc2c(c1)c(CC(=O)NCCOCCOCC(=O)Nc1ccc(OC)c(C(N)=O)c1O)c(C)n2C(=O)c1ccc(Cl)cc1	93	74	nt	109	87	100	101	74
CCC(C)(C)C(=O)O[C@H]1C[C@@H](C)C=C2C=C[C@H](C)[C@H](CC[C@@H]3CC(SCC(=O)O)CC(=O)O3)[C@H]21 (some centres not stated)	104	98	92	103	99	101	82	84
Clc1ccc2c(c1)N(C1CCCN(Cc3ccccc3)C1)c1ccccc1S2 (configuration not stated)	-16*	62	49	53	71	99	40	67
NNC(=O)c1ccc[n+](Cc2ccccc2)c1	117	106	100	107	87	96	106	81
Cc1ccc(C)c(N=Nc2cc(C)ccc2C)c1	104	97	nt	nt	100	99	98	96
COc1ccc(-c2nn(-c3cccc(Cl)c3)cc2-c2cc(-c3ccc(Br)cc3)[nH]c(=O)c2C#N)cc1	75	102	83	92	102	nt	68	87
O=C(Nc1ccc(F)cc1)N1CCN(C(c2ccc(F)cc2)c2ccc(F)cc2)CC1	85	86	73	78	73	90	88	55
CC(=O)c1ccc(Nc2ccnc(SCC(=O)c3ccc(-c4ccccc4)cc3)n2)cc1	nt	101	84	74	45	99	89	73
CN(C)c1oc(C2OC2c2cccc3ccccc23)nc1C#N (configuration not stated)	74	97	89	87	64	109	87	73
CC(C)(C)OC(=O)N1CCc2c(sc3ncnc(Nc4ccc(NC(=O)Nc5ccc(Cl)cc5)cc4)c23)C1	80	92	78	88	66	111	81	56
CC(=O)Nc1ccc(C)cc1Br	111	93	90	99	86	105	89	66
Cc1ccccc1N=NC(C#N)C#N	98	95	92	102	73	106	94	85
COC(=O)Nc1cccc(Cl)c1OC	90	104	95	100	62	120	112	96
CCCCCc1c(C)[nH]c(/C=c2\[nH]/c(=C3/C=c4ccccc4=N3)cc2OC)c1C	-47*	-68*	-39*	-78*	-29*	-47*	-51*	-90*
O=C1C=C(NCCN2CCOCC2)C(=O)c2c(OCc3ccccc3)cccc21	95	103	81	100	66	106	95	70
O=C(NNc1nccc(Nc2ccc(S(=O)(=O)Nc3ccncc3)cc2)n1)c1cccc(Br)c1	113	95	94	101	104	97	100	91
COC(=O)CC1C2(C)C3=C(C)C(c4ccoc4)CC3OC2C(OC(C)=O)C2C(C)(C(=O)OC)C=CC(=O)C21C (configuration not stated)	109	101	91	97	107	91	nt	75
Cc1ccc(C)n1/C=C/n1c(C)ccc1C	102	107	70	112	86	93	118	94
Nc1nc(=O)c2cnccc2c(=O)[nH]1	110	103	88	103	111	100	98	89
CCOC(=O)C1=C(C)NC(=O)NC1c1ccc(OCC(=O)N=Nc2c(O)[nH]c3ccc(C)cc23)cc1 (configuration not stated)	110	101	99	92	nt	128	97	84
Cc1ccccc1-c1ccc2c3c(cccc13)C(=O)N(N1C(=O)c3cccc4cccc(c34)C1=O)C2=O	126	108	87	104	103	122	99	84
CC(C)(NC(=O)c1cc(Cl)c2ccccc2c1O)C(=O)O	131	100	103	98	131	162	107	82

# The list goes on.
SMILES	RXF 393	786-0	CAKI-1	ACHN	A498	TK-10	SN12C	UO-31
O=C(Cn1nc(-c2ccccc2)ccc1=O)N/N=C1\SCC(=O)N1C1CCCCC1	99	92	90	96	95	83	97	70
Cn1c(SCC(=O)c2ccc(-c3ccccc3)cc2)nc2ccccc2c1=O	112	99	80	95	103	130	93	77
CC1=C(c2cc(-c3ccc(N(C)C)cc3)on2)C(c2ccccc2)NC(=S)N1 (configuration not stated)	106	101	90	99	nt	95	97	81
N/C(=N\OC(=O)CSc1nc2ccccc2s1)c1ccc2ccccc2c1	119	103	86	91	nt	118	95	79
CCCCCCCCn1cc(C2=C(c3coc4ccc(OC)cc34)C(=O)N(O)C2=O)c2ccccc21	104	102	91	101	nt	109	94	80
CCSc1nc2sc3c(c2c(=O)n1-c1ccccc1)CCCCC3	115	104	92	93	106	104	105	95
O=C1NC2(c3ccccc3)NC(=O)NC2(c2ccccc2)N1 (configuration not stated)	114&117	102	104&102	103&122	96&109	103&107	101&92	96&92
COc1ccc(C2CC(c3cc(OC)c(OC)c(OC)c3)=NN2C(C)=O)cc1OCC(=O)Nc1nc2ccc(OC(F)(F)F)cc2s1 (configuration not stated)	59	90	61	22	89	68	80	91
Cc1ccc(C2=NN3C(C2)c2cc(Cl)ccc2OC3c2ccncc2)cc1 (configuration not stated)	78	98	42	76	107	98	81	43
CC(C(=O)O)c1ccc2oc(-c3ccc(Cl)cc3)nc2c1 (configuration not stated)	103	101	115	107	109	115	109	82
NC1=NC(c2ccc(OCc3ccccc3)cc2)n2c(nc3ccccc32)N1 (configuration not stated)	98	101	100	93	109	96	103	80
Nc1ncnc2c1nc(N)n2C1OC(CO)C(O)C1O (configuration not stated)	-60*	-86*	-29*	2.8*	-80*	-14*	-23*	-54*
COc1cc(/C=C2\Cc3c(Br)cccc3C2=O)cc(OC)c1	98	102	81	98	111	126	104	77
CC(=O)c1ccc(NC(=O)CSc2nc3ccccc3c(=O)n2-c2ccccc2)cc1	111	97	90	94	96	103	95	80
COCO[C@@]12C(=O)N(C)c3cccc(c31)C=C1C(C)(C)N(Cc3ccc(OC)cc3OC)C(=O)[C@]12C(=O)OC	100	103	92	102	119	86	94	91
COc1cccc(/C=N/NC(=O)C[N+](C)(C)C)c1O	119	110	93	102	98	113	100	98
O=c1ccc(=O)n(-c2nc(O)c(N=Nc3ccccc3)s2)[nH]1	99	93	89	104	102	116	95	83
COc1ccc2c(c1)oc1c(C)c3c(c(C)c12)C(=O)N(CCCO)C3=O	112	100	90	101	114	110	97	75
c1ccc([C@H]2CN3CCSC3=N2)cc1	101	99	94	107	85	112	109	88
O=C1CCC23C=CC(O2)C2(Nc4ccccc4NC2=O)c2c(Cl)cccc2N13 (configuration not stated)	114	100	nt	89	117	127	100	60
CC(=O)Nc1ccc(S(=O)(=O)N/N=c2/sc3ccccc3n2C)cc1N	101	114	95	93	118	120	107	73
CC(=O)CC(C)(C)S(=O)(=O)O	94	95	95	112	115	99	100	90
CC(=O)CC(=O)Nc1ccc(NC(=O)CC(C)=O)cc1	108	108	105	96	117	109	102	87
O=C(/C(=C\c1ccccc1)c1ccccc1)c1ccccc1	102&96	93&102	66&84	90&105	154	132&104	82&106	67&78
COc1ccc(C2CC(c3cccc(Nc4nc(Cl)nc5cc(OC)c(OC)cc45)c3)=Nc3c(N)nc(N)nc3N2)cc1 (configuration not stated)	76	71	94	100	95	117	82	91
O=C(c1ccc(Cl)cc1)C(F)(Cl)Cl	102	108	nt	nt	91	104	105	94
Cc1ccc2nc3ccccc3c(NCc3ccccc3)c2c1	1.3*	34	36	23	11	75	25	18
Cc1c(F)c(C)c(F)c(C)c1F	88	103	94	97	80	94	106	94
COc1ccc(C2NN=C3c4ccccc4CCC32)cc1 (configuration not stated)	47	91	22	93	58	76	84	54
O=[N+]([O-])c1ccc(/C=N/O)s1	119	121	101	92	82	123	108	86
CCCCC[C@@H]1Cc2cc(O)c(C(=O)O)c3c2[C@H](C[C@]2(OC[C@@H](CC(=O)[C@@](C)(CC)C(=O)OC)[C@@H]2C)O3)O1	119	108	100	97	122	109	92	100
OC(C(F)(F)F)C(F)(F)Cl (configuration not stated)	105	99	95	101	94	110	109	105
CC[C@H](CC[C@@H](C)[C@H]1CC[C@H]2[C@@H]3CC=C4C[C@@H](OCCC#N)CC[C@]4(C)[C@H]3CC[C@]12C)C(C)C	109	97	100	101	nt	103	102	103
O=S(=O)(c1ccccc1)c1cc2c(nc1OCc1ccccc1)-c1cnn(-c3ccc(Cl)cc3)c1CC2	104	96	85	100	75	98	96	85
